Assay outcomes (PubChem)
Tb hexokinase – T. brucei hexokinase 1 inhibition; AID 1430; recombinant TbHK1, G6PDH-coupled NADH A340; actives 0.11% (n = 220,000); inhibition, % at 10 µM;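 active means inhibition of 50% or more in the single-dose primary screen; inactive means inhibition below 50%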
Calpain2 inh – calpain II (pig) inhibition. actives 0.37% (n = 220,000). inhibition, % at 16 µM. purified calpain II, fluorogenic peptide substrate, 30 min;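 active means inhibition above about 50%, limit read from the data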
KCC2 mod – modulates chloride dependent transport by human KCC2; Q9H2X9; KCC2 cells, thallium flux FluoZin-2 fluorescence; B-score of Tl+ flux slope (higher = more flux/activation; lower = inhibition) at 10 µM; actives 2.2% (n = 190,000); AID 1456;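 active means thallium flux slope and its plate-corrected score both differing from the plate sample mean at a set confidence after two filtering rounds, in either direction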;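 further: slope of fluorescence scaled to starting intensity during 10 to 20 s after thallium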
Target sequence (Q9H2X9 whole entry, looked up): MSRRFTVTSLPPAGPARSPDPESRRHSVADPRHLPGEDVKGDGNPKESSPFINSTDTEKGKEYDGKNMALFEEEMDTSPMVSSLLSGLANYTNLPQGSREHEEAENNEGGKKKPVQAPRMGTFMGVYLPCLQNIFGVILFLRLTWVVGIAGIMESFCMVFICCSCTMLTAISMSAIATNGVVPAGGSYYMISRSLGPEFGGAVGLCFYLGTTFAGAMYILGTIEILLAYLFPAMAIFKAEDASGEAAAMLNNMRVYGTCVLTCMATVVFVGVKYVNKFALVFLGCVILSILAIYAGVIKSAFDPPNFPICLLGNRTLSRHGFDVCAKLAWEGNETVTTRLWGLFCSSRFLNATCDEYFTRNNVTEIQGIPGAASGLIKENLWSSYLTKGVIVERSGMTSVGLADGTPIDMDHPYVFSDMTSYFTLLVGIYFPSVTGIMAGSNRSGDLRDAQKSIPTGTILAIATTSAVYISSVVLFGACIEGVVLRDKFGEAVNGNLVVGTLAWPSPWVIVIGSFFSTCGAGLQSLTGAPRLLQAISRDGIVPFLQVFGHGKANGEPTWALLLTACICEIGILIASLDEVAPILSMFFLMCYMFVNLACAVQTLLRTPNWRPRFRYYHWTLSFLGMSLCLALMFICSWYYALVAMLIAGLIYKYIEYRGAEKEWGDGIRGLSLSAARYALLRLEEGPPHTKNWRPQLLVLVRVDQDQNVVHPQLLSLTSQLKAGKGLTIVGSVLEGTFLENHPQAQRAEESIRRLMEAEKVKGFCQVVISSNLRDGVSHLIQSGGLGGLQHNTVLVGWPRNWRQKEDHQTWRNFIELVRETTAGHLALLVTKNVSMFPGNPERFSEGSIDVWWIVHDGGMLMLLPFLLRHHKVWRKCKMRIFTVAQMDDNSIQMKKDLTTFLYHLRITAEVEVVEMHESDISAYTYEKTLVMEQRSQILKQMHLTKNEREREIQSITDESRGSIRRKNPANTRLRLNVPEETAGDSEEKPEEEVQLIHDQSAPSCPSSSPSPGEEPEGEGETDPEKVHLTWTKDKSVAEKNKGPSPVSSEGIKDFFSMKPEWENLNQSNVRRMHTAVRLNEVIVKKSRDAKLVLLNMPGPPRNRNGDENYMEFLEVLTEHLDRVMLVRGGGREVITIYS
Thrombin inh – thrombin (human) inhibition; actives 0.26% (n = 220,000); alpha-thrombin, Boc-VPR-AMC fluorogenic substrate cleavage; P00734; inhibition, % at 5 µM;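 active means inhibition at or above 40%; inactive means inhibition below 40%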;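 further: 0% = enzyme with no compound and 100% = wells without enzyme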
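Assay system: human alpha-thrombin enzyme. Reagent: Boc-VPR-AMC substrate, 15 µM final. Compound dosing: one concentration per compound, 5 µM, with 0.2% DMSO. Incubation: room-temperature reaction. Technique: AMC fluorescence, 355/460 nm. Measure: % inhibition relative to enzyme controls and enzyme-free blanks.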
TRPN1 ag – zebrafish TRPN1 (NompC) channel agonism; activation, % at 3 µM; HEK293 zebrafish TRPN1-YFP, Fluo-8 calcium fluorescence; 100% = response to 87 µM carbachol; AID 1424; actives 0.18% (n = 220,000);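 active means activation above its plate's cutoff, the mean activation of test wells on that plate plus 3 SD, cut at about 19% in these data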;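 further: 0% = DMSO alone and 100% = 87 µM carbachol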
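Material – zebrafish TRPN1-YFP in HEK293 cells · Doses – 3 µM single point · Schedule – dye 1 h 37 °C plus 30 min RT · Signal – Fluo-8 calcium fluorescence, excitation 470-495 nm, emission 515-575 nm · Read-out – % activation versus carbachol response · Control set – carbachol high, DMSO low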
PPC-1+TRAIL kill – compounds killing PPC-1 cancer cells with TRAIL present (potentiator screen, no TRAIL-free arm). PPC-1 cells + TRAIL, ATPLite viability luminescence. cell killing (% activity), % at 4 µM. actives 0.41% (n = 220,000);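 active means cell killing above 50% in the first pass at 4 µM, then a duplicate retest at 5 µM averaging 50% or more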;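 further: plate controls were cells with TRAIL plus DMSO for no effect and medium-only wells lacking cells for full effect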
Furin inh – human furin inhibition; inhibition, % at 30 µM; purified furin, fluorogenic substrate cleavage; P09958; AID 463115; actives 0.061% (n = 220,000); in the data active means inhibition above about 25%; further: inactives centre near -15
TRPML3 ag – agonists of human TRPML3 channel | activation, % at 3 µM | actives 0.29% (n = 220,000) | Q8TDD5 | AID 1448 | HEK293 TRPML3-YFP, Fluo-8 calcium fluorescence; 100% = the carbachol control signal;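 active means activation above its plate's cutoff, the mean activation of the plate's test wells plus 3 SD, cut at about 12% in these data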;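 further: 0% = DMSO only wells and 100% = carbachol wells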
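system = HEK293 cells stably carrying human TRPML3-YFP | doses = one concentration, 3 µM nominal, 0.3% DMSO | timing = dye loading 1 h 37 °C then 30 min ambient, 125 s read | detection = Fluo-8 calcium dye fluorescence, ex 470-495, em 515-575 nm | benchmarks = high control carbachol 87 µM, low control DMSO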
EBV gp42 inh – EBV gp42 inhibition; inhibition, % (tested at 21.74 µM); actives 0.42% (n = 220,000); Fluorescence polarization binding assay, mP read-out; AID 1085; in the data active means inhibition above about 50%
Starred values were filed as active, the others as inactive; nt = no result given; & = joins results of further samples; [ ] = remark or other dose.

SMILES	Tb hexokinase	Calpain2 inh	KCC2 mod	Thrombin inh	TRPN1 ag	PPC-1+TRAIL kill	Furin inh	TRPML3 ag	EBV gp42 inh
CCOC(=O)c1cnc(SC2CC(=O)N(c3ccccc3)C2=O)nc1N (centres undefined)	-5	-6	nt	2	-0.3	1	-7[20 µM]	0.0	-8
O=S(=O)(NCCSCc1ccc(Cl)cc1Cl)c1ccc2c(c1)OCCO2	6	5	-0.14	3	0.0	-6	-9[20 µM]	-0.4	-5
Clc1cccc(Cl)c1Cn1cnc2c(N3CCCCCC3)ncnc21	5	20	0.0086	5	-1.4	1	-17[20 µM]	-0.5	-7
Cc1ccc(-n2c(C)csc2=N)cc1	-12	-14	-0.87	-1	-1.3	30	-16[20 µM]	-0.8	-26
O=C(COC(=O)CCc1c[nH]c2ccccc12)NCc1ccccc1	29	10	-0.18	15	-1.1	7	0	-0.6	1
COc1ccc(C2=C/C(=C\c3cccc(OC(C)=O)c3)C(=O)O2)cc1	14	-5	-0.035	-5	-0.7	19	-12	0.3	-5
CCS(=O)(=O)n1nc(-c2ccc(Cl)cc2)nc1N	-5	-10	nt	-1	-2.0	25	4	0.0	-26
CCC(C)C(NC(=O)C(C)NC(=O)CNC(=O)OC(C)(C)C)C(N)=O (centres undefined)	4	-6	-0.22	-2	2.1	10	-22	0.3	-5
NC(=O)C1=C[C@@H](c2csc3ccccc23)C[C@@H](OCCCCO)O1	-8	0	-0.017	-1	-2.7	6	-22	-0.7	-13
COc1ccc(C(=O)OCCNC(=O)c2ccncc2)cc1OC	1	-17	0.29	-6	1.2	13	-17	0.8	-18
c1cnn(-c2cc(N3CCOCC3)ncn2)c1	2	16	0.0031	0	0.6	-1	-23[20 µM]	0.5	-11
N#CCc1nnc2n1-c1ccccc1CCC2	7	5	1.4	-4	1.5	19	-19	0.4	-7
CN(C)c1ccc(C(=S)N2CCCCC2)cc1	-1	0	-0.12	-1	-0.2	16	-43	0.7	-11
CN(C)/C=C(/C(=O)c1ccc(Cl)cc1)n1cncn1	-3	13	0.25	-9	0.2	2	-1	0.1	9
Cn1nccc1C(=O)Oc1cccc(/C=N/NC(=O)c2ccccc2O)c1	-9	-15	1.1	-3	3.2	36	-27	1.0	1
O=C(N/N=C/c1ccc(-c2ccccc2Cl)o1)c1ccccc1	-1	-23	1.5	7	-0.4	-7	-21	-0.6	-8
O=C(C1CCCN1S(=O)(=O)c1ccc(Cl)c(Cl)c1)N1CCCCC1 (centres undefined)	-6	-18	nt	1	-1.0	-8	-16	0.7	-13
CCSc1nc(C)c(C(C)=O)cc1C#N	-4	2	-0.15	-15	0.2	-16	-18[20 µM]	-0.2	1
Cc1onc(-c2c(F)cccc2Cl)c1C(=O)N1CCN(c2ncc(Br)cn2)CC1	-12	18	-2.5	0	1.1	15	-10	0.9	-26
CCn1c(SCC(=O)N2CCCc3ccccc32)nc2c1c(=O)n(C)c(=O)n2C	0	22	nt	0	2.4	-7	-15	0.8	-17
CCCCCC(=O)Nc1cccc(-c2nc3ncccc3o2)c1	6	-88	-0.054	-1	2.2	-8	-13	0.9	-5
COC(=O)c1cc(Br)c(=O)n(CCc2ccccc2)c1	0	-20	0.095	-1	-0.7	3	-24	0.4	-3
Nc1cc(Cl)ccc1C(=O)OCC(=O)N1CCOCC1	-23	-189	0.044	-3	-0.3	19	-39	0.5	-14
Cc1ncc(CO)c(/C=N/NC(=S)Nc2ccc(Cl)c(Cl)c2)c1O	-6	-281	-1.2	-4	0.3	6	-7	0.2	-6
CN(CC(=O)NC1CCCCC1)S(=O)(=O)c1cccc2nsnc12	3	-17	nt	-1	-1.1	-11	-18	0.4	-7

Just Calpain2 inh (two entries from above):
structure,Calpain2 inh
Cc1ccc(-n2c(C)csc2=N)cc1,-14
O=C(COC(=O)CCc1c[nH]c2ccccc12)NCc1ccccc1,10

Filtered by structure, the entries above with a cyano group
SMILES	Tb hexokinase	Calpain2 inh	KCC2 mod	Thrombin inh	TRPN1 ag	PPC-1+TRAIL kill	Furin inh	TRPML3 ag	EBV gp42 inh
N#CCc1nnc2n1-c1ccccc1CCC2	7	5	1.4	-4	1.5	19	-19	0.4	-7
CCSc1nc(C)c(C(C)=O)cc1C#N	-4	2	-0.15	-15	0.2	-16	-18[20 µM]	-0.2	1

(more compounds)
SMILES	Tb hexokinase	Calpain2 inh	KCC2 mod	Thrombin inh	TRPN1 ag	PPC-1+TRAIL kill	Furin inh	TRPML3 ag	EBV gp42 inh
COC(=O)c1[nH]c2ccc(C)cc2c1NC(=O)Oc1ccccc1	-4	-223	0.69	-4	0.7	-1	-14[20 µM]	1.3	-4
O=C(c1cccs1)N1CCN=C1SCc1ccc(F)cc1	-9	-2	-0.064	-6	0.6	30	-11	0.1	-8
CCOC(=O)C1C(=O)NC(N2CCOCC2)=NC1C(C)C (centres undefined)	8	2	0.05	4	0.5	10	-20	0.8	-10
Cc1ccc(-n2ncc(C(=O)O)c2C2CCN(C(=O)OC(C)(C)C)CC2)cc1	1	14	-0.9	1	0.3	-1	-7	0.5	-22
CC(C)C(=O)Nc1nnc(SCC(=O)Nc2ccc3c(c2)OCO3)s1	2	10	-0.35	-5	-1.4	4	9	0.7	-18
O=C(CCSCCc1ccccn1)Nc1ccccn1	-4	14	1.2	-23	-0.5	12	-28	0.4	-25
Cc1nnc2sc(-c3ccccn3)nn12	-5	2	-0.067	9	3.7	12[5 µM]	-17	0.8	-9
COc1cc(OC)c(C(=O)OC(C)C(=O)Nc2cccc(C(F)(F)F)c2)cc1OC (centres undefined)	23	-11	1.2	-6	-1.1	20	-1	-0.2	6
COC(=O)C(CCSC)NC(=O)Cn1ncc2c(=O)oc3ccccc3c21 (centres undefined)	-5	-11	-0.028	0	0.6	16	-22	0.3	-7
CCCN(C(=O)c1cc(S(=O)(=O)N2CCCCC2)ccc1Cl)C1CCS(=O)(=O)C1 (centres undefined)	5	0	0.49	3	1.4	0	-7	-0.1	-6
O=C(C[n+]1cc(-c2ccc(Cl)c(Cl)c2)n2c1CCC2)c1cccs1	-1	-10	0.64	-12	-1.0	1	-20	0.9	-20
Cc1ccc(C2NC(c3ccc(C)cc3)C(C)C(=O)C2C)cc1 (centres undefined)	-5	22	0.72	-4	-1.0	-3	-6	-0.4	2
O=C(COC(=O)/C=C/c1cccc(C(F)(F)F)c1)NCc1ccccc1	-6	1	0.91	-2	1.7	28	-16	0.3	-22
O=C(Cc1c(F)cccc1Cl)NCCCn1ccnc1	-3	18	-0.1	9	1.2	-12	-15[20 µM]	1.2	6
Cc1cc(C)c(NC(=O)CS)c(Cl)c1	-2	-5	0.26	-1	0.0	14	-20	0.8	-7
COc1cc(/C=N/NC(=O)Cc2ccccc2)ccc1Oc1ccc([N+](=O)[O-])cc1[N+](=O)[O-]	-3	-2	-0.6	0	0.8	12	-24	1.3	5
CC(C)(C)Sc1ccc(N)nc1	1	4	0.24	1	1.6	4	-18	0.9	-7
CCOC(=O)c1ccccc1OCc1cc(/C=N/n2cnnc2)ccc1OC	-6	-2	-0.43	-2	-0.2	20	-13[20 µM]	0.5	-11
CCOc1ccc(C(C)=O)cc1N1C(=O)C2C3C=CC(C3=C(C)C)C2C1=O (centres undefined)	17	-13	0.034	-1	1.2	4	-10	0.7	-15
CC(C)c1[nH]nc2c1C(c1cccs1)C(C#N)=C(N)O2 (centres undefined)	-6	18	-0.096	-1	1.0	-6	-12[20 µM]	0.7	-9
COc1cccc(NC(=O)N2CCN(c3cccc(C)c3)C(C)C2)c1 (centres undefined)	6	9	-0.38	0	1.3	-2	-8	0.9	-6
CC(C)(C)NS(=O)(=O)c1ccc(CCC(=O)NCc2cccnc2)cc1	-4	18	0.0071	-6	-1.0	-13	-10[20 µM]	0.5	7
O=S1(=O)N=C(Nc2ccc(S(=O)(=O)N3CCCCC3)cc2)c2ccccc21	-2	-123	0.72	-1	0.1	2	-25	0.4	-5
CN(C)C(=O)COc1ccc(Oc2ccccc2)cc1	-1	1	-0.4	-6	0.2	11	-21	0.8	-8
CC1CN(C(=O)CCc2ccccc2)C(C)CN1C(=O)CCc1ccccc1 (centres undefined)	-5	5	-0.55	0	3.0	30	-28[20 µM]	0.9	-38
COc1cccc(C2Cc3ccccc3C(=O)O2)c1 (centres undefined)	6	3	-1.2	-3	-2.4	13	-18	0.1	-12
CNCCCC12CCC(c3ccccc31)c1ccccc12	-6&5	-15&-5&0	2&1.7&1.3	-3	-0.1&1.5&1.0	30&10&22	-14	1.8&1.7&1.9	-4&-11&1
O=C(CCc1nc2ccccc2[nH]c1=O)N/N=C/c1ccccc1	-13	-50	0.1	-1	1.8	15	-25	0.5	-8

Ordered by molecular weight (highest first): part of the list above.
SMILES	Tb hexokinase	Calpain2 inh	KCC2 mod	Thrombin inh	TRPN1 ag	PPC-1+TRAIL kill	Furin inh	TRPML3 ag	EBV gp42 inh
CCOC(=O)c1ccccc1OCc1cc(/C=N/n2cnnc2)ccc1OC	-6	-2	-0.43	-2	-0.2	20	-13[20 µM]	0.5	-11
O=C(Cc1c(F)cccc1Cl)NCCCn1ccnc1	-3	18	-0.1	9	1.2	-12	-15[20 µM]	1.2	6
Cc1cc(C)c(NC(=O)CS)c(Cl)c1	-2	-5	0.26	-1	0.0	14	-20	0.8	-7

Entries of single compounds as entered above:
Listed for O=C(CCSCCc1ccccn1)Nc1ccccn1 : Tb hexokinase: -4; Calpain2 inh: 14; KCC2 mod: 1.2; Thrombin inh: -23; TRPN1 ag: -0.5; PPC-1+TRAIL kill: 12; Furin inh: -28; TRPML3 ag: 0.4; EBV gp42 inh: -25
Listed for COc1cc(/C=N/NC(=O)Cc2ccccc2)ccc1Oc1ccc([N+](=O)[O-])cc1[N+](=O)[O-] : Tb hexokinase: -3; Calpain2 inh: -2; KCC2 mod: -0.6; Thrombin inh: 0; TRPN1 ag: 0.8; PPC-1+TRAIL kill: 12; Furin inh: -24; TRPML3 ag: 1.3; EBV gp42 inh: 5
